# Screening data from PubChem.
# GCN5L2 inh: blocks human GCN5L2 histone acetyltransferase | 390,000 compounds, 0.21% hits | Potency, µM (titrated, usually from 58.9 µM), for the others: top-dose activity change, negative = inhibition, most hits filed as inhibitors | Q92830 | GCN5L2 HAT assay, ThioGlo1 CoA-SH fluorescence
#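 ThioGlo1-coupled HAT assay: 20nM GCN5L2, 70uM acetyl-CoA, 75uM H3(1-25) peptide, pH 7.5. Fluorescence read at 340/540nm at start and after 20 min at room temperature.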
# FEN1 inh: human FEN1 inhibition; P39748; Recombinant FEN1 flap cleavage, fluorescence, 15 min; Potency, µM (highest dose often 114 µM), for the others: at the highest dose activity change, negative = inhibition, hits mostly inhibitors; 390,000 compounds, 0.35% hits; AID 588795; also: nearly all actives have a fitted effect of over 65% in size
# Target sequence (P39748 whole entry, looked up): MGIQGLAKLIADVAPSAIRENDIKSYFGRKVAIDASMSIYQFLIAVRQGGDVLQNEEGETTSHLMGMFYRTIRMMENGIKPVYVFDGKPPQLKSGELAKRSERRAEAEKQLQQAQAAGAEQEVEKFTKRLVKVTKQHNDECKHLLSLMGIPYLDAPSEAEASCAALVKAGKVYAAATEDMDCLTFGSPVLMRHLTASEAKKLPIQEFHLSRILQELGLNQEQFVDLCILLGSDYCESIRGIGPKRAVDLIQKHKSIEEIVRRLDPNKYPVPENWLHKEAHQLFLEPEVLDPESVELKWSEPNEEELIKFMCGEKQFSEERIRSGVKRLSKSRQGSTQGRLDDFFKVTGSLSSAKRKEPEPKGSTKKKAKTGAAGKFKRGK
#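 Compounds are tested as a concentration series against 10 nM FEN1; after a 15 min room-temperature preincubation, 50 nM substrate starts cleavage, with plate reads at 0 and 15 min. Normalized responses are fitted by a Hill equation.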
# N370S GC mod: N370S glucocerebrosidase modulation, Gaucher chaperone candidate; P04062; 330,000 compounds, 0.092% hits; Potency, µM (highest dose often 59.4 µM), without a hit: top-dose activity change, negative = inhibition, hits mostly inhibitors; AID 2101; N370S GC spleen homogenate, 4MU-glucoside fluorescence;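 also: 0% = full enzyme activity and -100% = no enzyme basal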
# The depositor's hits bear a star; ? = inconclusive; · = not tested or not shown; [ ] = another dose, or the depositor's remark. Calls follow the shape of the dose curve; as a rule, active = well fitted curve in the direction sought with a large enough effect; inconclusive = small, poorly fitted or top-dose-only effect, or another doubt; inactive = no such curve, though single readings can be large; an effect the other way counts as inactive or inconclusive. Unless noted, % is scaled to controls: 0 for no effect and ±100 for the full control effect; potency is read from the fitted curve at half-maximal effect. Compounds as they come; overall some 0.54% were active at least once.
# Start of the listing, in advance, 15 compounds:
(1) CCc1ccccc1NC(=O)C1CCN(C(=O)c2cccs2)CC1
(2) CCOC(=O)c1nnsc1Nc1ccc(C)c(C)c1
(3) COc1ccc(OC)c(C(c2nnnn2Cc2ccccc2)N2CCN(C)CC2)c1 (centres undefined)
(4) Cc1cc(C)c(C(=O)c2ccc(C(=O)N(C(C)C)C(C)C)cc2)c(C)c1
(5) CCCCc1ccc(-n2nc3cc(C)c(NC(=O)c4ccc(C#N)cc4F)cc3n2)cc1
(6) Cc1ccc(O)c(-c2ccnc3cc(-c4ccc(Cl)cc4)nn23)c1
(7) C=Cc1ccc(Cn2c(=O)n(-c3ccccc3C)c(=O)c3c4c(sc32)CN(C(C)=O)CC4)cc1
(8) Cc1ccccc1C(=O)N1CCC(C(=O)Nc2ccc(S(=O)(=O)N3CCOCC3)cc2)CC1

Screen / compound no.	1	2	3	4	5	6	7	8
GCN5L2 inh	-1%	-9%	0%	-6%	-2%	-11%	-4%	-3%
FEN1 inh	2%	-5%	7%	-21%	12%	-24%	-8%	2%
N370S GC mod	0%	7%	-1%	26%[12.8 µM]	·	·	·	·

(9) CCN1CCN(C(c2ccc(OC)c(OC)c2)c2nnnn2C(C)(C)C)CC1 (centres undefined)
(10) Cc1ccc(-c2nn(-c3ccccc3)cc2C(=O)NCCCN2CCCC2=O)cc1
(11) CCOC(=O)C1(Cc2cccc(Cl)c2)CCCN(C(=O)c2cc(C)n(C)n2)C1 (centres undefined)
(12) CC1CCN(CC(=O)Nc2ccc(S(=O)(=O)N3CCCC(C)C3)cc2)CC1 (centres undefined)
(13) O=C(Nc1ccccc1C(F)(F)F)c1cc2nc(-c3ccccc3)cc(-c3ccccc3)n2n1
(14) Cc1ccc(Cn2ncc3c(N4CCN(Cc5ccc(Cl)cc5)CC4)ncnc32)cc1
(15) O=C(Nc1ccc(OC(F)(F)F)cc1)c1cc2ccccn2n1

Screen / compound no.	9	10	11	12	13	14	15
GCN5L2 inh	-3%	-18%	-4%	-25%	-13%	-9%	23%
FEN1 inh	34%	2%	-8%	9%	7%	-10%	13%
N370S GC mod	?	-3%	1%	-16%	·	-12%	·

# The list itself (from the top)
(1) CCc1ccccc1NC(=O)C1CCN(C(=O)c2cccs2)CC1
(2) CCOC(=O)c1nnsc1Nc1ccc(C)c(C)c1
(3) COc1ccc(OC)c(C(c2nnnn2Cc2ccccc2)N2CCN(C)CC2)c1 (centres undefined)
(4) Cc1cc(C)c(C(=O)c2ccc(C(=O)N(C(C)C)C(C)C)cc2)c(C)c1
(5) CCCCc1ccc(-n2nc3cc(C)c(NC(=O)c4ccc(C#N)cc4F)cc3n2)cc1
(6) Cc1ccc(O)c(-c2ccnc3cc(-c4ccc(Cl)cc4)nn23)c1

Screen / compound no.	1	2	3	4	5	6
GCN5L2 inh	-1%	-9%	0%	-6%	-2%	-11%
FEN1 inh	2%	-5%	7%	-21%	12%	-24%
N370S GC mod	0%	7%	-1%	26%[12.8 µM]	·	·

(7) C=Cc1ccc(Cn2c(=O)n(-c3ccccc3C)c(=O)c3c4c(sc32)CN(C(C)=O)CC4)cc1
(8) Cc1ccccc1C(=O)N1CCC(C(=O)Nc2ccc(S(=O)(=O)N3CCOCC3)cc2)CC1
(9) CCN1CCN(C(c2ccc(OC)c(OC)c2)c2nnnn2C(C)(C)C)CC1 (centres undefined)
(10) Cc1ccc(-c2nn(-c3ccccc3)cc2C(=O)NCCCN2CCCC2=O)cc1
(11) CCOC(=O)C1(Cc2cccc(Cl)c2)CCCN(C(=O)c2cc(C)n(C)n2)C1 (centres undefined)
(12) CC1CCN(CC(=O)Nc2ccc(S(=O)(=O)N3CCCC(C)C3)cc2)CC1 (centres undefined)

Screen / compound no.	7	8	9	10	11	12
GCN5L2 inh	-4%	-3%	-3%	-18%	-4%	-25%
FEN1 inh	-8%	2%	34%	2%	-8%	9%
N370S GC mod	·	·	?	-3%	1%	-16%

(13) O=C(Nc1ccccc1C(F)(F)F)c1cc2nc(-c3ccccc3)cc(-c3ccccc3)n2n1
(14) Cc1ccc(Cn2ncc3c(N4CCN(Cc5ccc(Cl)cc5)CC4)ncnc32)cc1
(15) O=C(Nc1ccc(OC(F)(F)F)cc1)c1cc2ccccn2n1
(16) C#CCOC(=O)C[N+](C)(C)CC#Cc1ccccc1
(17) COc1ccc2cc1Oc1ccc(cc1)CC1c3c(cc4c(c3Oc3cc5c(cc3OC)CCN(C)C5C2)OCO4)CCN1C (centres undefined)
(18) Cn1nc(C(F)(F)F)cc1Oc1ncc(C(F)(F)F)cc1Cl

Screen / compound no.	13	14	15	16	17	18
GCN5L2 inh	-13%	-9%	23%	-6%	-9%	-15%
FEN1 inh	7%	-10%	13%	-13%	·	-1%
N370S GC mod	·	-12%	·	1%	?	-1%

(19) CSCCC(NS(=O)(=O)c1ccccc1F)C(=O)Nc1ccncc1 (centres undefined)
(20) Cc1c(NC(=O)Cn2nc(C(=O)O)c3ccccc3c2=O)c(=O)n(-c2ccccc2)n1C
(21) CC(C)c1ccc(NC(=O)C2CCN(C(=O)c3ccc(F)cc3)CC2)cc1
(22) Cc1ccc(C(=O)c2ccccc2C(=O)O)s1
(23) CCN(CC)C(=O)CSc1nnc([C@H](Cc2c[nH]c3ccccc23)NC(=O)OC(C)(C)C)o1
(24) O=C1COc2ccc(-c3cc(-c4ccc(F)cc4)c4c(n3)-c3ccccc3OC4)cc2N1

Screen / compound no.	19	20	21	22	23	24
GCN5L2 inh	3%	0%	-7%	?	-2%	-6%
FEN1 inh	-6%	5%	-18%	5%	1%	-7%
N370S GC mod	·	-1%	·	-1%	-11%	·

(25) CCCCCCC(=O)N1C/C=C\C(c2ccc(OC)cc2)N(Cc2ccc(F)cc2)C(=O)C1Cc1ccccc1 (centres undefined)
(26) O=C(C(O)c1ccccc1)N1N=C(c2ccccc2)CC1(O)C(F)(F)F (centres undefined)
(27) c1cncc(-c2cn(C[C@H]3CC[C@@H]([C@@H]4CC[C@H](Cn5cc(-c6cccnc6)nn5)O4)O3)nn2)c1
(28) CC(=O)NC(CCS(C)(=O)=O)C(=O)Nc1c(F)cccc1F (centres undefined)
(29) C=CCOc1ccc(/C=C/C(=O)OCC(=O)NC2CCCCCC2)cc1
(30) COCC(=O)N[C@@H]1c2cc(OC)c(OC)cc2C[C@H]1OCc1ccccc1

Screen / compound no.	25	26	27	28	29	30
GCN5L2 inh	·	-2%	0%	-9%	?	0%
FEN1 inh	-24%	-2%	18%	0%	21%	17%
N370S GC mod	-3%	-4%	2%	-22%	-11%	·

(31) COc1cccc2oc3ccc(C#Cc4ccccn4)cc3c(=O)c12
(32) CC(C)CCNC(=O)C1CCC(CNS(=O)(=O)c2ccc(Cl)cc2)CC1 (centres undefined)
(33) Cc1sc(NC(=O)c2ccco2)c(C(=O)c2ccc(Cl)cc2)c1C
(34) O=C(Cc1ccc(Cl)cc1)Nc1ccc2oc(=O)ccc2c1
(35) CCOC(=O)C1CCN(c2c(C(=O)c3ccccc3)cnc3ccc(CC)cc23)CC1
(36) Cc1nn(C)c(C(=O)NNC(=S)NCc2ccco2)c1Cl

Screen / compound no.	31	32	33	34	35	36
GCN5L2 inh	0%	1%	-5%	-13%	1%	-7%
FEN1 inh	15%	-8%	-24%	-1%	?	-3%
N370S GC mod	-2%	-3%	13%	8%	2%	7%

(37) Cc1ccc(C)c(OCCC(=O)Nc2cccc(S(=O)(=O)N3CCCC3)c2)c1
(38) Cc1cccc(C)c1NC(=O)CSc1nnc(-c2ccoc2C)n1C
(39) CC(=O)Nc1cc(NC(C)=O)cc(C(=O)OCC(=O)Nc2ccc(S(=O)(=O)NC3=NCCCCC3)cc2)c1
(40) Cc1ccccc1S(=O)(=O)Cc1ccc(C(=O)NC2CC2)o1
(41) CC1=C(C(=O)Nc2ccccc2F)C(c2cccs2)C2=C(CCCC2=O)N1 (centres undefined)
(42) Nc1nc(SCC(=O)N2CCCC2)[nH]c(=O)c1NC(=O)c1ccco1

Screen / compound no.	37	38	39	40	41	42
GCN5L2 inh	0%	-2%	-10%	-20%	-6%	-2%
FEN1 inh	14%	-2%	-7%	-9%	-2%	3%
N370S GC mod	-2%	6%	2%	3%	9%	0%

(43) C[C@H](OC(=O)NCc1ccc(C(F)(F)F)cc1)[C@@H]1O[C@@]2(C)CCC[C@@H]1O2
(44) CCOC(=O)C1CCCN(C(=O)C(=O)c2cn(CC(=O)N3CCOCC3)c3ccccc23)C1 (centres undefined)
(45) Cc1ccccc1OCCSc1nc2ncnc(N)c2[nH]1
(46) O=C(N/N=C/c1ccc(F)cc1)c1cccc(NC(=O)c2ccc(F)cc2)c1
(47) COCCNCCOCCOc1cccc(OC)c1
(48) CN(C)S(=O)(=O)c1cccc(C(=O)OCC(=O)Nc2ccccc2OC(F)F)c1

Screen / compound no.	43	44	45	46	47	48
GCN5L2 inh	-3%	-12%	-3%	-6%	-2%	3%
FEN1 inh	-3%	2%	-2%	-6%	-1%	-2%
N370S GC mod	·	-7%	-8%	4%	6%	-7%

(49) CC(=O)Nc1cccc(-c2cc(-c3c(Cl)cccc3Cl)no2)c1
(50) CC1(C)C[C@H]2C3=CCC4[C@@]5(C)CC[C@H](O)[C@](C)(CO)C5CC[C@@]4(C)[C@]3(C)CC[C@@]2(C)[C@H](O)[C@@H]1O (some centres undefined)
(51) N#Cc1ccsc1NC(=O)c1cnccn1
(52) Cc1cc(=O)c(C(=O)O)cn1Nc1ccc(Cl)cc1
(53) COc1ccc(-c2nc3ccccn3c2CN2CCN(c3ccccc3F)CC2)cc1
(54) O=C(Nc1ccc2oc(-c3ccncc3)nc2c1)c1c(F)c(F)c(F)c(F)c1F

Screen / compound no.	49	50	51	52	53	54
GCN5L2 inh	-10%	0%	-5%	-9%	-22%	-4%
FEN1 inh	-24%	4%	-2%	2%	-9%	8%
N370S GC mod	4%	·	-14%	8%	?	-14%

(55) COc1ccc(OC)c(NC(=O)N2CC3CCCN3c3ccccc32)c1 (centres undefined)
(56) COCCCNC(=O)/C(=C\c1cccn1C)NC(=O)c1cccs1
(57) Cc1cc(NC(=O)CSc2ncn[nH]2)no1
(58) COc1ccc(C(CC(=O)c2ccc(C)cc2)C(C#N)C#N)cc1OC (centres undefined)
(59) O=C(N/N=C/c1cccc(O)c1)N/N=C/c1cccc(O)c1
(60) O=C(C[C@@H]1C/C=C\CCC(=O)O[C@H](c2ccccc2)CNC1=O)N[C@H](CO)Cc1ccccc1

Screen / compound no.	55	56	57	58	59	60
GCN5L2 inh	-6%	28%	-8%	-11%	?	-3%
FEN1 inh	-9%	-2%	-3%	-7%	-3%	5%
N370S GC mod	·	-5%	13%	11%	-9%	·

(61) COCCn1c(SCC(=O)Nc2ccc(F)cc2)nc2ccccc2c1=O
(62) COc1ccc(C(=O)Nc2cc(=O)n(C)c(=O)n2C)cc1OC
(63) COc1cccc(NC(=O)CSc2nccn2Cc2ccc3c(c2)OCO3)c1
(64) CC(C)N(C(C)C)S(=O)(=O)c1ccc(NN)nc1
(65) CC(=O)N1CCN(Cc2nc3cc([N+](=O)[O-])ccc3n2C)CC1
(66) CN(CC(=O)Nc1ccccc1Cl)C(=O)COC(=O)C1=COCCO1

Screen / compound no.	61	62	63	64	65	66
GCN5L2 inh	-5%	-4%	2%	-19%	3%	-8%
FEN1 inh	-7%	-6%	-23%	11%	-1%	-4%
N370S GC mod	?	10%	·	-2%	-16%	-17%

(67) O=C(CN1CCN(CC(=O)Nc2cccc(F)c2)CC1)NCC1(N2CCOCC2)CCCCC1
(68) COc1ccc(Oc2ncc3nc(C)c(=O)n(CCC#N)c3n2)cc1
(69) CCN(CC)S(=O)(=O)c1ccc(C(=O)NCc2n[nH]c(=S)n2Cc2ccccc2)cc1
(70) COc1ccc(S(=O)(=O)N(C)C)cc1NC(=O)COC(=O)C1CC1
(71) OCc1nc(CO)n(Cc2ccccc2)n1
(72) Cc1ccnc(NC(=O)c2ccc3[nH]c(=O)c(=O)[nH]c3c2)c1

Screen / compound no.	67	68	69	70	71	72
GCN5L2 inh	3%	-6%	0%	1%	1%	-5%
FEN1 inh	14%	·	12%	-1%	-4%	-2%
N370S GC mod	·	15%	-3%	·	6%	0%

(73) Cc1nn(C(C)C(=O)NCCc2ccco2)c(=O)c2nn(-c3ccccc3)c(C)c12 (centres undefined)
(74) CC1=C(C#N)C(c2ccc(O)cc2)C(C#N)=C(C)N1
(75) CC(=O)Nc1ccc(S(=O)(=O)N2CCSC2c2ccc(C)cc2)cc1 (centres undefined)
(76) COc1ccccc1NC(=O)c1ccc(C(=O)Nc2ccccc2OC)nc1
(77) COCCOC(=O)c1c(C)oc2ccc(OC(=O)COc3c(F)c(F)c(F)c(F)c3F)cc12

Screen / compound no.	73	74	75	76	77
GCN5L2 inh	-5%	2%	-10%	-3%	-19%
FEN1 inh	-6%	-6%	-4%	2%	-16%
N370S GC mod	-8%	-1%	4%	-5%	3%
